Source: PubChem
Lmaj promast = inhibitors of Leishmania major promastigote growth | Leishmania major promastigotes, resazurin fluorescence viability | inhibition, % at 10 µM | actives 9% (n = 200,000) | AID 1063;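 further: promastigotes grown with compound for 44 hours at 28 °C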
Diaph inh CS = diaphorase inhibition or chemical oxidation counter-screen; diaphorase resazurin-to-resorufin fluorescence, NADH, 16 min; bacterial (C. kluyveri) enzyme, not human; inhibition, % at 20 µM; actives 0.69% (n = 190,000);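 active means primary screen inhibition at 20 µM above a set limit, cut at about 50% in these data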;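 further: plate controls were DMSO with full reaction for no effect and wells lacking NADH for full effect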
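Test system: bacterial diaphorase enzyme (C. kluyveri); Quantity: 0.14 U/mL diaphorase, enzyme working solution; Times: reaction incubation of 16 min at room temperature; Measured by: fluorescence of resorufin formed from resazurin, Ex 544/Em 590 nm; Benchmarks: positive control minus NADH, DMSO neutral control.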
PMI activator = phosphomannose isomerase (human) activation; actives 0.005% (n = 190,000); AID 1214; activation factor at 20 µM; purified human PMI, coupled resazurin fluorescence, 20 min; active compounds read high; 1 = vehicle control, 0 substrate-free wells;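 active means activation factor of 2 or more at 20 µM, relative to plate controls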
Diaphorase act = activates diaphorase or chemically reduces, flagging diaphorase assay artifacts | Diaphorase/resazurin coupled assay, resorufin fluorescence, 16 min; active compounds read high; 1 = vehicle wells, 0 = NADH-free wells | activation factor at 20 µM | actives 0.005% (n = 190,000);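 active means diaphorase activity raised at least twofold by the compound at 20 µM; inactive means activation factor below 2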
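test system = bacterial diaphorase enzyme (C. kluyveri) | quantity = enzyme 0.07 U/mL final | reagent = NADH substrate 0.114 mM plus resazurin dye 0.1 mM, final | incubation = 16 min enzyme reaction, ambient temperature | buffer or medium = HEPES pH 7.4 buffer with MgCl2 and Tween 20 | signal = fluorescence of resorufin, 544 nm excitation, 590 nm emission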
RAM network inh = inhibitors of the yeast RAM network; S. cerevisiae dse1pr::URA3 reporter, 5-FOA growth OD615, 2 d; analog-sensitive cbk1-as2 kinase mutant strain; inhibition, % at 50 µM; actives 1.8% (n = 190,000); AID 868;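 active means inhibition above a set limit, 3 SD over mean compound inhibition, cut at about 8.4% in these data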;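 further: 0% = DMSO-only wells with no growth and 100% = 10 µM 1-NA-PP1 full growth; inhibition rescues growth on 5-FOA so higher OD means more RAM inhibition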
G6PDH counter = L. mesenteroides G6PDH inhibition counter-screen | Purified L. mesenteroides G6PDH, diaphorase/resazurin coupled fluorescence, 45 min | inhibition, % at 5 µM | actives 0.12% (n = 200,000) | AID 1020
TLR4-MyD88 BLA = TLR4-MyD88 interaction inhibition in cells; O00206+Q99836; actives 0.18% (n = 200,000); inhibition, % at 8.4 µM; AID 861; HeLa CL3-4 TLR4/MyD88 BLA complementation, FRET ratio; in the data active means inhibition above about 25%;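 further: 0% = vehicle and 100% = reference inhibitor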
Target sequence (O00206 whole entry, looked up): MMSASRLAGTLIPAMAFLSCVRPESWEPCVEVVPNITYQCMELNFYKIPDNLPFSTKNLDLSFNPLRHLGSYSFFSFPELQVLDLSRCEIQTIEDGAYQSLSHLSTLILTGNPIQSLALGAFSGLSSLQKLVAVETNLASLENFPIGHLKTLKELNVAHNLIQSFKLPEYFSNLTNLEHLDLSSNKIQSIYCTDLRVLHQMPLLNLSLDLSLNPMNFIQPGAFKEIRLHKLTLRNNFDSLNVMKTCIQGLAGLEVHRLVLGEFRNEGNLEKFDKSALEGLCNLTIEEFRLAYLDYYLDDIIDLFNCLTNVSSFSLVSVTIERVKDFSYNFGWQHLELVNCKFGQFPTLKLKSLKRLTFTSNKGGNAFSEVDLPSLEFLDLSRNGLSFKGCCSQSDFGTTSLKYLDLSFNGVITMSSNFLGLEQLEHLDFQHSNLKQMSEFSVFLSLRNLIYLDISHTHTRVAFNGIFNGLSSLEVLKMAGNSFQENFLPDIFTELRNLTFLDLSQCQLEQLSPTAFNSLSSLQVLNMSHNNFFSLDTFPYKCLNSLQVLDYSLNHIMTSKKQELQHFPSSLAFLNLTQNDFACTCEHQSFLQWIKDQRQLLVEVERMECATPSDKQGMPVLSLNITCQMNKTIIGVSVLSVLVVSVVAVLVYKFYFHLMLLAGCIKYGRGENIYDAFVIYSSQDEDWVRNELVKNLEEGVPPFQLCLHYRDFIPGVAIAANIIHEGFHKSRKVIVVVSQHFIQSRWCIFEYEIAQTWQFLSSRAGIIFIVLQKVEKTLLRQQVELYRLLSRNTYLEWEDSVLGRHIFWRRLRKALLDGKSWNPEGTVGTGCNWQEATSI
Target sequence (Q99836 whole entry, looked up): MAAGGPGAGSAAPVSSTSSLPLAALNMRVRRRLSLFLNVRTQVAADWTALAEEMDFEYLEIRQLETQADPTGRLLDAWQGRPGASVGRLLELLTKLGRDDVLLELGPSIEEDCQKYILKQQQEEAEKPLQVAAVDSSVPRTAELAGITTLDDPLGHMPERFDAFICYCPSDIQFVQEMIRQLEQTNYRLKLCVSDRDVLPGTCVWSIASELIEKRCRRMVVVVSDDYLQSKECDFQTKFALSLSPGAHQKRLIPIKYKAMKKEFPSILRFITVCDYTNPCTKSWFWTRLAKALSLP
DTT redox prof = compounds producing H2O2 with reducing agent – biochemical, NIH compound library profiling, artefact control for MLSCN library redox annotation, primary screen | activation, % at 10 µM | actives 0.03% (n = 200,000) | DTT-dependent redox cycling H2O2, phenol red/HRP absorbance; 100% = 100 µM peroxide control, 0% = buffer | AID 878;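 active means activation of at least 50% relative to the plate's high and low controls in the primary single-dose screen; inactive means activation below 50%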;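 further: compound incubated with DTT at 0.8 mM final as the reducing agent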
Hsp70 act = switches on Hsp70 transcription; HeLa Hsp70 promoter luciferase reporter, luminescence; scaled: vehicle 0, proteasome-inhibitor control 100%; activation, % at 10 µM; actives 0.04% (n = 200,000);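 active means activation above the mean across all tested compounds plus 3 SD, cutoff set per campaign, cut at about 5.5% in these data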;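 further: 100% = MG132 at 30 µM as the positive control and 0% = DMSO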
S1P3 antag = blocks the human S1P3 receptor; AID 485; actives 0.27% (n = 170,000); CHO S1P3 NFAT-BLA reporter, FRET fluorescence, antagonist mode; inhibition, % at 4.98 µM;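 active means inhibition above the plate cutoff, the mean inhibition of test wells on that plate plus 3 SD, cut at about 28% in these data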;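 further: cells challenged with S1P at its EC80 of 0.8 µM; blue over green emission ratio from cleaved BLA substrate after 4 h stimulation; 0% = S1P-stimulated wells and 100% = unstimulated DMSO-only wells; some compounds past the cut are filed as inactive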
PMI act satM6P = activators of human phosphomannose isomerase at near-saturating mannose 6-phosphate; P34949; coupled PMI enzyme assay, resazurin fluorescence, 20 min; active compounds read high; 1 = untreated enzyme, 0 = substrate-free blank; activation factor at 20 µM; actives 0.34% (n = 190,000);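 active means activation factor of 2 or more at 20 µM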
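assay system = human phosphomannose isomerase with PGI, G6PDH, diaphorase coupling enzymes | quantity = 15 ng/mL PMI | incubation = enzyme reaction with compound 20 min at room temperature | medium = HEPES pH 7.4 buffer with MgCl2 and Tween-20 | compound dosing = one concentration, 20 µM, in 1% DMSO | measured by = Diaphorase-driven resazurin-to-resorufin fluorescence, excitation 544, emission 590 nm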
Active calls of the source: *; · = no result given. Unless noted, no stated cut-off is given here; in the data, active means inhibition above about 50%; inactive means the rest. This is a random part of the collection; 12% or so of the library scored in one or more.

SMILES	Lmaj promast	Diaph inh CS	PMI activator	Diaphorase act	RAM network inh	G6PDH counter	TLR4-MyD88 BLA	DTT redox prof	Hsp70 act	S1P3 antag	PMI act satM6P
COc1cccc(-n2cnc(=O)c3cccnc32)c1	-6	16	1.1	0.8	-0.5	4	-16	-0.1	-0.3	6	1
FC(F)(F)c1nnc(-c2ccccc2)nc1Sc1ccc(Cl)cc1	31	17	0.8	0.8	6.9	-8	-1	-7.1	-0.5	·	0.8
O=C(CSCC(=O)NCc1ccco1)NCc1ccco1	-10	-2	1	1	0.6	0	3	1.2	-0.3	-6	1
CCCNC(=O)C(Cc1ccccc1)NS(=O)(=O)c1ccc2c(c1)c(=O)n(C)c(=O)n2C (stereo not drawn)	2	9	1	0.9	0.8	0	6	-0.7	-0.2	·	1.1
O=c1c2oc3ccccc3c2ncn1Cc1ccc(F)cc1	-5	7	1	0.9	2.8	4	-7	-0.5	0.1	-15	1
CCC(=O)NC(=S)Nc1ccc(NC(=O)COc2ccc(Cl)c(C)c2)cc1	41	27	0.4	0.7	1.9	8	-13	0.1	0.1	-8	0.8
O=C(c1csc2c1CCCCC2)N1CCN(c2ncccn2)CC1	0	17	0.8	0.8	-0.3	1	-4	1.9	-0.1	-23	0.9
CS(=O)(=O)Nc1nc2n(n1)C(c1ccccc1)C=C(c1ccc(Br)cc1)N2 (stereo not drawn)	-16	10	1.3	0.9	5.8	6	17	-1.1	-0.2	·	1.5
COc1ccc(/C=N/NC(=O)c2cc(C)n(-c3ccccc3)c2C)cc1OC	23	19	0.9	0.8	2.2	-13	-1	-0.8	0.2	13	0.9
Cc1ccc(NC(=O)CSc2nc3nc(C)cc(C)c3c(=O)[nH]2)cc1	-17	3	0.8	1	0.8	5	0	1.6	-0.3	·	1
NC(=S)Nc1cccc2cccnc12	89*	-3	0.9	1	1.1	4	4	2.2	-0.5	·	0.9
CC(=O)c1ccc(NC(=O)c2noc(C(C)C)c2[N+](=O)[O-])cc1	1	5	1	1	0.5	3	-1	0.3	-0.1	4	0.9
CCCOc1cc(C)c(S(=O)(=O)NCCOC)cc1C	-6	-4	1	1	0.9	5	1	3.5	-0.1	5	1
CCCOc1ccc(NC(=O)C2CC(=O)N3CCCN=C3S2)cc1 (stereo not drawn)	1	14	0.9	0.9	-0.1	-3	-5	0.8	-0.2	5	0.9
CCn1c(CSc2nncn2-c2ccc(OC)cc2)nc2cc(S(=O)(=O)N(C)C)ccc21	-5	9	1.1	0.9	0.0	1	-2	0.6	-0.5	-2	1.1
Cc1ccccc1S(=O)(=O)Cc1ccc(C(=O)NCc2cccnc2)o1	3	6	0.9	0.9	1.1	39	14	1.6	-0.2	-22	1
Cc1ccc(Nc2nnc(SCC(=O)NC3CCS(=O)(=O)C3)s2)c(C)c1 (stereo not drawn)	-3	9	1	0.9	1.2	-4	-9	-0.8	-0.4	-18	1
CC(C)N(Cc1nc(-c2ccc(Cl)cc2)no1)C(=O)CN(C)S(=O)(=O)c1ccc(Cl)cc1	12	26	0.8	0.7	5.9	0	2	2.2	-0.2	5	0.8
Cc1ccnc(N2CCN(C(=O)CSc3nc4ccccc4nc3N3CCC(C)CC3)CC2)c1	3	16	0.9	0.8	-0.2	7	-7	-0.3	-0.3	-2	0.9
CC(C)N1C(=O)c2ccc(C(=O)O)cc2C1=O	-1	8	1	0.9	0.9	-1	-5	-1.5	-0.1	-11	0.9
COCCNC(=O)C(c1ccc(Cl)cc1)N(C(=O)CCC(=O)Nc1ccccn1)C1CCCC1 (stereo not drawn)	-5	11	1	0.9	1.2	6	11	-0.5	-0.3	-31	1
O=[N+]([O-])c1cc(CN2CCOCC2)c2cccnc2c1O	-4	45	0.9	0.5	1.2	55*	10	-1.4	-0.2	-17	0.6
Cc1cccc(C)c1NC(=O)c1cccc2c1-c1ccccc1C2=O	8	9	1	0.9	3.6	-10	-21	0.2	-0.3	-6	1
Cc1ccc(C2=NN3C(C(=O)c4ccccc4)Oc4ccccc4C3C2)cc1 (stereo not drawn)	35	12	0.9	0.9	1.1	-16	-16	-4.1	-0.1	·	0.9
CC(C)Cc1nc(SCC(=O)Nc2ccc(S(N)(=O)=O)cc2)n[nH]1	-4	17	1	0.8	0.7	0	-9	0.9	-0.2	·	1

As entered above.
Cc1cccc(C)c1NC(=O)c1cccc2c1-c1ccccc1C2=O in Hsp70 act has -0.3
COCCNC(=O)C(c1ccc(Cl)cc1)N(C(=O)CCC(=O)Nc1ccccn1)C1CCCC1 (stereo not drawn) in RAM network inh has 1.2

More structures follow.
SMILES	Lmaj promast	Diaph inh CS	PMI activator	Diaphorase act	RAM network inh	G6PDH counter	TLR4-MyD88 BLA	DTT redox prof	Hsp70 act	S1P3 antag	PMI act satM6P
COC(=O)c1ccccc1NC(=O)/C=C/C(=O)O	-5	15	1.1	0.9	2.5	5	-8	-0.7	-0.5	-6	1
CCCC(=O)NC1C2CC3CC(C2)CC1C3 (stereo not drawn)	-3	7	0.9	0.9	0.1	1	8	1.7	-0.5	-42	0.9
O=C(Nc1ccccc1)C1=C(N2CCOCC2)/C(=C/c2cccnc2)CC1	1	7	0.9	0.9	0.4	4	-11	-0.4	-0.3	5	1
Cc1cc(C(=O)CSc2nc3ccc(Cl)cc3[nH]2)c(C)n1C	10	30	0.8	0.7	0.2	13	15	-0.3	0.4	-14	0.7
O=C(/C=C/c1cccs1)Nc1cccnc1	-8	11	0.9	0.9	1.6	20	-5	0.3	0.6	6	0.7
O=c1[nH]c(N/N=C/c2ccccc2)nc2ccccc12	58*	9	1	0.9	1.3	-45	-8	3.9	-0.3	·	1.1
COC(=O)c1ccc(NC(c2ccc(Cl)cc2)P(=O)(OC)OC)cc1 (stereo not drawn)	-6	15	0.9	0.8	0.7	26	-3	0.4	-0.2	11	0.9
Cc1cc(C)n(C(=O)CNc2ccccc2Cl)n1	-7	-16	1.1	1.2	-0.5	11	-11	0.4	1.3	·	1.1
O=C(NC12CC3CC(CC(C3)C1)C2)c1cccnc1	-10	18	0.9	0.8	0.0	6	7	-0.4	-0.4	-30	0.9
COc1ccccc1OCC(=O)Nc1sc2c(c1C(=O)NCC1CCCO1)CCC2 (stereo not drawn)	15	23	0.9	0.8	1.8	-51	-13	1.2	-0.1	·	0.8
COCCCN1C(=O)C(=O)/C(=C(/O)c2ccc(OC(C)C)c(C)c2)C1c1ccncc1 (stereo not drawn)	-8	9	1.2	0.9	1.6	7	7	2.0	-0.4	7	1.2
O=C(NNC1=NS(=O)(=O)c2ccccc21)c1ccccc1Cl	-6	0	1.1	1	1.0	5	-6	-0.5	-0.1	-12	1.1
COCCNC(=O)C1c2cc(OC)c(OC)cc2C(=O)N(C)C1c1cccnc1 (stereo not drawn)	-4	14	1	0.9	1.1	0	-7	-3.2	-0.1	·	0.9
COc1ccccc1NS(=O)(=O)c1cccc(NC(=O)C2CC(=O)N(Cc3ccccc3)C2)c1 (stereo not drawn)	3	20	0.9	0.8	4.8	1	0	-2.0	-0.2	-3	0.9
Cc1cccc(NC(=S)NC(NC(=O)c2ccco2)C(Cl)(Cl)Cl)c1 (stereo not drawn)	32	22	0.8	0.8	2.4	14	2	-3.2	-0.5	·	0.9
Cc1cccc(/C=N/NC(=O)CNc2cccc3ccccc23)n1	2	28	0.8	0.7	1.4	4	4	0.6	-0.5	-4	0.4
CCN1CCN(c2ccc(NC(=O)c3ccc(C#N)cc3F)cc2Cl)CC1	13	-5	1	1.1	0.2	3	-1	-0.1	0.1	0	1
Cc1nccc2[nH]c(=O)c(C(=O)NC3CCCCC3C)cc12 (stereo not drawn)	99*	17	0.9	0.8	-0.2	2	5	-2.7	-0.1	6	0.9
O=C(c1cc([N+](=O)[O-])ccc1N1CCCCC1)N1CCCCC1	3	11	1	0.9	0.9	2	2	2.6	-0.1	·	1
COc1ccc(C2C(C#N)=C(N)OC3=C2C(=O)CC(C)(C)C3)cc1OC (stereo not drawn)	-1	24	0.9	0.8	0.0	10	-7	-0.1	-0.2	-3	0.9
O=C1CC(c2cccc(Cl)c2)Cc2nc(N3CCN(c4ccccc4)CC3)ncc21 (stereo not drawn)	-2	18	0.9	0.8	5.8	-33	-13	4.2	-0.5	-19	0.9
COc1ccccc1NC(=O)c1oc2ccccc2c1NC(=O)c1cc(OC)c(OC)c(OC)c1	-2	·	·	·	·	·	-8	3.0	-0.3	-30	·
Cc1nn(C)c(Cl)c1/C=N/OC(=O)c1ccccc1	-3	6	1.1	0.9	-0.1	5	7	-0.8	-0.4	-13	1.1
CCOc1cc(C(=S)N2CCOCC2)ccc1OC(=O)/C=C/c1ccc(OC)c(OC)c1	-1	6	1	0.9	3.3	7	-12	-0.2	-0.1	-10	1
CCn1c(SC)nnc1-c1c[nH]c2ccccc12	-1	19	0.8	0.8	0.1	13	5	-1.1	0.4	10	0.9
New compounds follow:
SMILES	Lmaj promast	Diaph inh CS	PMI activator	Diaphorase act	RAM network inh	G6PDH counter	TLR4-MyD88 BLA	DTT redox prof	Hsp70 act	S1P3 antag	PMI act satM6P
Cc1nc2cc(C(=O)OCC(=O)N(CC(C)C)C3CCS(=O)(=O)C3)ccc2n1-c1ccccc1 (stereo not drawn)	-3	14	1	0.9	1.1	2	3	-0.4	-0.2	-9	1
Cc1c(Br)c([N+](=O)[O-])nn1CC(=O)NCCc1c[nH]c2ccccc12	69*	4	1.1	1	1.0	-8	20	8.6	-0.3	3	0.9
O=C(c1cc(Cl)c(=O)n(Cc2ccc(Cl)cc2)c1)N1CCOCC1	-7	18	0.9	0.8	0.7	4	1	1.3	-0.2	·	0.9
CC(c1ccccc1)C1C(C#N)=C(N)OC2=C1C(=O)CCC2 (stereo not drawn)	-5	-3	0.9	1	-0.1	9	-7	1.0	0.2	-39	1
O=C(NCCc1ccccc1)C(=O)c1c(-c2ccccc2)cc2ccccn12	19	7	1	0.9	2.3	-7	10	0.5	-0.3	-3	1.1
COCCN(CCOC)C(=O)CC(=O)N(CCOC)CCOC	-5	11	1.1	0.9	0.2	3	-2	0.2	-0.3	·	1
COC(=O)c1ccc(S(=O)(=O)N2CCCCCC2)cc1	-7	16	1	0.8	1.2	0	14	1.8	0.0	5	0.9
